Source: PubChem BioAssay
BoNT-F LC inh: inhibitors of Botulinum neurotoxin F light chain protease. 360,000 tested, 0.22% active. inhibition, % at 10 µM. Multiplex microsphere protease cleavage assay, flow cytometry. AID 588497; in the data active = inhibition above about 35%, passing the limit was not always enough; inconclusive = no clear call, values can overlap the other calls; also: plate controls were buffer without enzyme for full effect and enzyme alone for no effect
CCHF vOTU inh: CCHFV vOTU protease inhibition. AID 651958. Pep-AMC fluorescence. 370,000 tested, 0.55% active. inhibition, % at 11.5 µM; in the data active = inhibition above about 30%; also: 0% = vehicle wells with enzyme and 100% = no enzyme wells
PrPC TRFRET: reduces human prion protein on the cell surface | inhibition, % at 13.8 µM | 370,000 tested, 0.43% active | cell surface PrPC, TR-FRET read-out | P04156 | AID 720596; in the data active = inhibition above about 24%; also: 0% = median of the test wells and 100% = reference compound wells
BoNT-A LC inh2: blocks Botulinum neurotoxin A light chain protease. multiplex microsphere protease substrate cleavage, flow cytometry. inhibition, % at 10 µM. AID 588499. 360,000 tested, 0.17% active; also: plate controls were buffer without enzyme for full effect and enzyme alone for no effect
Anthrax LF inh2: inhibitors of Bacillus anthracis lethal factor protease; P15917; multiplex microsphere protease cleavage assay, LF; inhibition, % at 10 µM; 360,000 tested, 0.12% active; also: plate controls were buffer without enzyme for full effect and enzyme alone for no effect
Target sequence (P15917 whole entry, looked up): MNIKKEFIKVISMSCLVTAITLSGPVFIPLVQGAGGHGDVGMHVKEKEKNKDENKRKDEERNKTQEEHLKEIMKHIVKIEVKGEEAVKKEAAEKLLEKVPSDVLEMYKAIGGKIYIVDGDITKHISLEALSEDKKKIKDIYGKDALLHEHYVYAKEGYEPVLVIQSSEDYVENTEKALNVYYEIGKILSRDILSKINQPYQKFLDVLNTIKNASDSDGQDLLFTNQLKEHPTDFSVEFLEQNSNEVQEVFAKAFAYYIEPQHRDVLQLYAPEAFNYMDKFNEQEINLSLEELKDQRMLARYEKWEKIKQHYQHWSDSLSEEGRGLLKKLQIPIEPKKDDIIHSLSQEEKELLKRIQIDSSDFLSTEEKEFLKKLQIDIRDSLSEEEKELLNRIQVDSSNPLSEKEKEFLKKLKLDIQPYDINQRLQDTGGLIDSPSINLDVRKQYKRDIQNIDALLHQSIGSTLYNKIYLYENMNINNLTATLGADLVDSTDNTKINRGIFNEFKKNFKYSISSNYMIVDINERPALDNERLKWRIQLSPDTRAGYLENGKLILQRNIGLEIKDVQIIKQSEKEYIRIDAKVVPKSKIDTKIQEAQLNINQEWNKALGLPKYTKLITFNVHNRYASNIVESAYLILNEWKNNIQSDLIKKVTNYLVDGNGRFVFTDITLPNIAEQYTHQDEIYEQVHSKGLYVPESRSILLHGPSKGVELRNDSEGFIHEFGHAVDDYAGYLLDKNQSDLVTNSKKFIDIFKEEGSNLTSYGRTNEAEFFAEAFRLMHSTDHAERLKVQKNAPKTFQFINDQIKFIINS
Yp Topo-I inh: blocks Yersinia pestis topoisomerase I activity | Y. pestis Topo-I cleavage product accumulation, plate reader | activity, % at 10 µM | 360,000 tested, 0.064% active; in the data active = activity above about 50%, passing the limit was not always enough; inconclusive = no clear call, values can overlap the other calls; also: inactives centre near 2
FadD28 FP inh: blocks FadD28 binding to the bisubstrate probe; 360,000 tested, 0.22% active; fluorescence polarization; inhibition, % at 12.5 µM; AID 588549; in the data active = inhibition above about 8.5%, passing the limit was not always enough; inconclusive = no clear call, values can overlap the other calls
TcdB GH inh: inhibitors of Clostridioides difficile toxin B glycohydrolase. P18177. TcdB glycohydrolase enzymatic assay, plate reader. inhibition, % at 9.99 µM. 350,000 tested, 0.24% active. AID 652162; in the data active = inhibition above about 10%
PfHsp40 rescue: compounds rescuing yeast from Plasmodium falciparum HSP40 toxicity; growth rescue, % at 12.5 µM; AID 504582; S. cerevisiae expressing PfHsp40, growth rescue, ATP luminescence; 340,000 tested, 0.68% active; in the data active = growth rescue above about 28%, passing the limit was not always enough; inconclusive = no clear call, values can overlap the other calls;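 also: yeast W303a lacking pdr1 and pdr3 grown in galactose medium; growth measured after three days at 30 °C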
* hit, by the source's call; u = inconclusive; x = not tested or not shown. Rule as the data show it, unless noted: active = inhibition above about 30%; inconclusive = no clear call, values can overlap the other calls; inactive = below that.

SMILES	BoNT-F LC inh	CCHF vOTU inh	PrPC TRFRET	BoNT-A LC inh2	Anthrax LF inh2	Yp Topo-I inh	FadD28 FP inh	TcdB GH inh	PfHsp40 rescue
N#Cc1cccc(NC(=O)CN2C(=O)NC(Cc3ccccc3)C2=O)c1 (stereo not given)	-13	-8	-10	-3.9	-6	-2	0.8	0.9	0.8
Cc1ccc2[nH]c(=O)c(CN(CCc3ccccc3)C(=O)N3CCOCC3)cc2c1	2	-14	6	0.0	0	1	-1.7	x	-0.4
Cc1cc(C)c(NC(=O)CNC(=O)c2ccc3c(=O)n4c(nc3c2)CCC4)c(C)c1	0	1	4	-1.5	-3	-3	-1.7	1.0	-0.6
CCC(C)(C)NC(=O)CN(Cc1cccs1)C(=O)CCC(=O)Nc1nccs1	-15	1	-3	-1.9	-4	-4	-0.8	0.6	-0.9
C=CCNC(=O)Cc1ccc(S(=O)(=O)N2CCOCC2)s1	-9	10	3	-1.2	0	4	x	1.4	-0.9
O=C(Nc1sc2c(c1C(=O)N1CCOCC1)CCCCC2)c1cccnc1	6	-9	-2	-1.0	-3	6	-2.9	1.2	0.0
O=C1c2cccc3cccc(c23)C(=O)N1Cc1ccccn1	-3	-7	-35	-0.5	-2	2	0.1	1.3	x
O=C(c1cccc([N+](=O)[O-])c1)c1ccc2[nH]c(=O)[nH]c2c1	-11	-9	-21	0.0	2	-5	-2.6	0.9	0.4
Cc1c2cnn(CC(=O)N3CCC4(CC3)OCCO4)c(=O)c2c(C)n1Cc1ccc(F)cc1	4	5	-6	0.6	-3	14	-1.7	x	0.6
O=C(CCC(=O)Nc1ccc(F)cc1)N/N=C/c1ccc(Br)cc1	-7	11	0	-5.9	3	17	0.0	0.0	-1.2
COc1cc(CN2CCC(C(=O)NC(c3ccc(F)cc3)c3ccc4ccccc4n3)CC2)cc(OC)c1 (stereo not given)	-3	-3	-6	0.3	-2	24	-7.7	0.4	x
O=C(NCc1cccnc1)Nc1cc(Cl)cc(Cl)c1	8	17	-9	1.1	-2	11	-6.7	1.0	0.7
COc1cccc(Cn2cc(C)cc(NC(=O)NCc3ccccc3)c2=O)c1	-14	-13	8	-3.9	4	-4	-0.7	0.4	1.2
CC(=O)Nc1cc(C(=O)N2CCCC2)ccc1Sc1ccc(C)cc1	10	-14	2	0.2	-2	18	-0.9	x	1.2
CC(=O)Nc1sc2c(c1C(c1ccncc1)N1CCOCC1)CCCC2 (stereo not given)	-5	8	-1	-0.4	-2	-6	-1.4	-0.8	-1.0
CCCCN(C)S(=O)(=O)c1ccc(C(=O)Nc2nnc(-c3ccco3)o2)cc1	-2	6	5	-0.5	1	0	0.0	0.4	-0.4
CC(C)(C)C(=O)COC(=O)c1c2c(nc3ccccc13)CCC2	8	-10	0	2.2	9	6	-2.2	3.3	1.9
CCOC(=O)c1ccc(NC(=O)C2(c3ccc(OC)cc3)CCCC2)cc1	-2	3	3	0.8	0	22	-5.1	x	1.4
CN(C(=O)c1cccc(NC(=O)C2CCN(C(=O)OC(C)(C)C)CC2)c1)C1CCC1	8	0	5	0.2	1	25	0.0	-0.4	-0.9
Cc1nn(C(=O)c2cccnc2)c(C)c1Sc1ccc(Br)cc1	-3	x	x	0.6	7	19	-7.7	x	14

Structures listed so far with a tert-butyl group (2):
SMILES	BoNT-F LC inh	CCHF vOTU inh	PrPC TRFRET	BoNT-A LC inh2	Anthrax LF inh2	Yp Topo-I inh	FadD28 FP inh	TcdB GH inh	PfHsp40 rescue
CC(C)(C)C(=O)COC(=O)c1c2c(nc3ccccc13)CCC2	8	-10	0	2.2	9	6	-2.2	3.3	1.9
CN(C(=O)c1cccc(NC(=O)C2CCN(C(=O)OC(C)(C)C)CC2)c1)C1CCC1	8	0	5	0.2	1	25	0.0	-0.4	-0.9

The listing continues.
SMILES	BoNT-F LC inh	CCHF vOTU inh	PrPC TRFRET	BoNT-A LC inh2	Anthrax LF inh2	Yp Topo-I inh	FadD28 FP inh	TcdB GH inh	PfHsp40 rescue
Cc1cc(C)n(CC(=O)NNC(=O)COc2ccc(F)cc2Br)n1	-10	-8	9	-0.3	-12	6	0.2	0.4	-2.0
Cc1cccc(C(=O)Nc2nnc(SCC(=O)Nc3ccc4c(c3)oc3ccccc34)s2)c1	3	2	4	0.5	2	5	-2.9	-1.8	-1.2
COc1ccc(OC)c(-c2csc(NC(=O)C3=NN(c4ccccc4)C(=O)CC3)n2)c1	-8	0	-2	-0.2	-4	1	-1.5	2.7	1.4
CCc1ccccc1NC(=O)CC(NCc1ccccc1)C(=O)O (stereo not given)	-4	2	-4	-2.8	-1	-9	-1.1	1.9	0.0
COc1ccc(/C=C/C(=O)Nc2nc(C)cc(C)n2)cc1OC	-25	-3	-12	-0.5	5	4	-1.7	x	-0.4
NS(=O)(=O)c1ccc(CCNC(=O)c2ccc3c(=O)n4c(nc3c2)CCCCC4)cc1	8	-1	-4	-1.3	-1	0	-3.2	-0.9	1.7
c1ccc(Cn2nnnc2C(c2cccnc2)N2CCN(c3ccccc3)CC2)cc1 (stereo not given)	-2	9	15	-0.8	-2	5	-2.1	x	u
O=C(O)C(=Cc1cccc([N+](=O)[O-])c1)c1ccccc1	0	-5	-6	0.3	-7	8	-0.4	5.0	x
O=C(CCS(=O)(=O)Cc1ccccc1)Nc1ccc2c(c1)OCCO2	3	-1	4	-0.3	0	8	-0.3	2.9	0.3
Cc1nc(Cl)c(C(=O)Nc2cccc(F)c2)c(C)c1Cl	0	11	5	0.2	6	-11	0.6	1.9	1.6
O=C(CCC1CCCC1)NC1CCCCC1	2	8	6	-0.2	1	-6	-0.4	x	-1.4
CCN(CC(=O)Nc1ccc(NC(C)=O)cc1)C(=O)c1cc(-c2ccccc2)nn1-c1ccccc1	-6	14	-3	-1.3	1	21	-0.4	2.2	u
CN(C)CC(=O)Nc1cc(C(F)(F)F)ccc1Cl	-1	7	-4	-0.5	-13	-1	0.6	x	-0.5
CCCc1c(C)nc(N2CCN(c3ccc(F)cc3)CC2)[nH]c1=O	u	-12	6	-2.4	-1	16	-1.3	0.7	0.2
COc1ccc2oc(-c3ccc(C)c(NC(=O)CSc4ccc(Cl)cc4)c3)nc2c1	-9	x	x	-0.8	-4	1	0.0	-0.1	-0.2
CCCC1(C(=O)OCC)NC(c2ccc(OC)cc2OC)C2C(=O)N(c3ccc4c(c3)OCCO4)C(=O)C21 (stereo not given)	-1	6	3	-0.2	-3	2	-0.1	x	0.9
CC(C)(C)[C@H]1COC(=O)[C@@H](Cc2ccc(F)cc2)CC/C=C/C[C@@H](CC(=O)N[C@@H](CO)Cc2ccccc2)C(=O)N1	0	12	-1	0.2	8	28	-4.8	2.8	0.7
O=C(NC1CCCCC1)C1Cc2ccccc2CN1S(=O)(=O)c1ccc(F)cc1 (stereo not given)	-10	-11	-9	-1.2	3	13	-2.2	1.1	-0.7
O=C(Oc1cccc2cccnc12)c1ccc(N2C(=O)C3C4CCC(C4)C3C2=O)cc1 (stereo not given)	-12	-15	-1	-1.5	-2	15	-0.2	x	-0.4
COc1ccc(CCNC(=O)CS(=O)(=O)c2cn(CC(=O)N(C(C)C)C(C)C)c3ccccc23)cc1OC	1	15	-1	-1.6	-3	31	-4.2	-0.8	0.3
O=c1cc(NC2CCCCC2)[nH]c(=O)[nH]1	u	-8	1	-0.2	-7	0	-2.4	1.9	-0.9
CC(NC(=O)c1ccccc1)c1nnc(SCC(=O)NC2CCCC2)n1C (stereo not given)	-7	3	-3	-0.1	-4	4	0.2	2.3	-0.6
CCC(c1nnnn1Cc1ccccc1)N1CCN(c2ccc(OC)cc2)CC1 (stereo not given)	-4	-13	1	-0.2	-11	7	-1.0	2.0	-1.0
CCOc1ccc(NC(=O)N2CCC(n3nnc4ccccc43)CC2)cc1	-13	3	-3	0.9	1	-6	-1.3	0.3	0.7
Cc1c(OCC(=O)NCCCN2CCCC2=O)ccc2c3c(c(=O)oc12)CCCC3	-8	-2	0	0.1	3	-10	-0.8	0.2	-0.1
CC1(C)OC(C(=O)NC2CCCCC2)C(C(=O)NC2CCCCC2)O1 (stereo not given)	-8	-7	6	-1.4	0	8	0.3	0.9	0.2
COc1cc2c(cc1OC)-c1cc(Nc3ccc(C)cc3)nc(=O)n1CC2	-19	5	10	-4.0	4	11	-1.6	-5.5	-0.4
O=C(NC1CC1)c1ccc2nc([C@@H]3O[C@H](CO)[C@H](O)[C@H](O)[C@H]3O)[nH]c2c1	-2	-6	1	0.2	-1	2	-1.9	-0.9	x
CC1CN(C(=O)C(C)Sc2nnnn2C)CC(C)O1 (stereo not given)	-3	9	-2	-0.6	0	3	-1.2	0.1	-0.5
CS(=O)(=O)c1ccc(NS(=O)(=O)c2ccc(Cl)c(C(=O)NCc3ccco3)c2)cc1	4	0	0	-1.1	-4	-4	-0.9	0.2	0.7
CCOC(=O)c1sc2c(c1C)c(=O)c(C(=O)OCC)cn2CC	4	2	9	1.1	-4	6	-3.5	1.4	-0.2
O=C(O)c1ccccc1NC(=O)C1C2C=CC(C2)C1C(=O)O (stereo not given)	0	-6	-10	-2.0	-4	4	0.6	-0.5	-0.8
COc1cccc(NC(=O)c2cccc(NC(=O)c3ccco3)c2)c1	2	-8	7	0.3	4	-9	-1.0	-0.2	x
COc1ccc(NCC(=O)Nc2ccc(Cl)cc2C)c(OC)c1	-54	-15	-7	3.0	-14	-14	-0.9	-0.1	0.0
CCc1ccc(C(C(=O)NC2CCCC2)N(C(=O)/C=C/C(=O)Nc2cc(C)on2)c2ccccc2C)cc1 (stereo not given)	0	-11	0	0.7	0	12	-0.4	x	-0.6
O=C(Nc1ccc2c(c1)OCCO2)C1CCN(S(=O)(=O)c2cccs2)CC1	-3	8	5	u	2	5	0.0	x	-0.3
CCN(CC)CCCC(C)NC(=O)c1cccc(S(=O)(=O)N2CCc3ccccc32)c1 (stereo not given)	1	11	-8	0.4	-2	0	-0.3	1.2	-0.7
CCS(=O)(=O)c1nc(S(=O)(=O)c2ccc(C)cc2)c(N2CC(C)OC(C)C2)s1 (stereo not given)	4	14	2	-0.4	-1	4	-1.0	2.1	-0.2
Cn1c(Cn2cnc3ccccc32)nnc1SCc1ccccc1	5	-8	1	0.7	3	7	-0.7	x	0.4
Cc1nc2oc3c(NCC4CCCO4)ncnc3c2c2c1COC(C)(C)C2 (stereo not given)	-2	-6	0	0.7	-3	3	-4.5	x	-0.7
CN(CC(=O)Nc1ccc(F)c(F)c1F)C(=O)CCc1nc2sc3c(c2c(=O)[nH]1)CCCC3	3	8	4	-2.7	0	6	-1.3	2.2	0.5
CC(C)(C)[C@@H]1COC(=O)[C@H](Cc2ccc(F)cc2)C/C=C\C[C@@H](CC(=O)NCCO)C(=O)N1	1	12	3	-0.8	-11	-10	-1.4	0.7	1.0
CCn1c(SCC(=O)NC2CCCCC2)nnc1-c1cccs1	3	-2	-4	4.3	-17	0	-2.5	-0.9	-0.3
Cc1ccnc(NC(=O)CN2C(=O)NC(C)(c3ccc4ccccc4c3)C2=O)c1 (stereo not given)	-7	15	-1	-5.4	-7	-8	-5.1	0.5	0.2
CCN(c1ccccc1)S(=O)(=O)c1ccc(OC)c(NC(=O)C2CCC2)c1	-4	6	6	-0.7	-1	20	x	0.9	0.2
Cc1cc(=O)n2nc(N3CCC(C(=O)NCc4ccc(F)cc4)CC3)sc2n1	-4	12	8	-1.4	1	-2	-3.2	0.5	0.8
Cc1ccc(N2N=C(c3ccc(Br)cc3)CCC2=O)cc1	-1	16	9	0.0	-2	3	0.6	x	2.2
O=C(CN1CCN(S(=O)(=O)c2ccccc2)CC1)Nc1ccc(Cl)c([N+](=O)[O-])c1	-4	-6	-4	0.0	1	10	-4.7	1.1	-0.5
COc1ccc(C)cc1NC(=O)COC(=O)c1ccc([N+](=O)[O-])o1	-3	4	-16	-1.1	-2	-11	-2.4	2.2	77*
